GPR35 arrestin U2OS – GPR35 antagonists blocking zaprinast-driven arrestin recruitment, primary screen, imaging, U2OS, beta-arrestin-GFP, zaprinast agonist (AID 2058); U2OS GPR35 beta-arrestin-GFP translocation imaging, zaprinast antagonism; higher % means a stronger effect; actives 0.052% (n = 290,000); inhibition, % at 10 µM, or IC50 in µM where a hit was titrated;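 active = inhibition of at least 50% with at least 30 cells and total cytoplasm GFP at most 10,000,000; inconclusive = under 30 cells or total GFP of 10,000,000 plus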
NOD1 NF-kB reporter – NOD1 signaling inhibitors, primary screen, cell-based, luminescence, uHTS (AID 1578); NOD1-driven NF-kB luciferase reporter cells, luminescence; higher % means a stronger effect; one-dose inhibition, % at 4 µM; EC50 in µM for titrated hits; actives 1% (n = 290,000); in the data active = inhibition mostly above about 36%, no sharp cut-off; inactive = mostly below about 34%;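 also: HEK-293T reporter cells stimulated with the NOD1 agonist gamma-tri-DAP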
GPR55 LPI antagonism – GPR55 antagonists blocking LPI-driven arrestin recruitment, primary screen, imaging, U2OS, beta-arrestin-GFP, LPI agonist (AID 2013) | actives 0.13% (n = 290,000) | inhibition, % at 10 µM; hits with a dose series show IC50 in µM | U2OS GPR55 beta-arrestin-GFP translocation imaging, LPI antagonism; higher % means a stronger effect;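 active = spots per cell inhibited over 60%, with over 100 cells counted and total cytoplasm intensity under 500,000; inconclusive = wells with under 100 cells, flagged as likely toxic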;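 also: U2OS cells stably carrying GPR55 and arrestin-GFP stimulated by 5 µM LPI near EC80; imaged beta-arrestin-GFP aggregate spots per cell after agonist stimulation; plate controls were LPI-stimulated DMSO wells for no effect and DMSO wells without LPI for full effect; some results filed as inactive read as strong as hits; confirmed hits need IC50 under 10 µM and bright autofluorescent wells are also inconclusive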
NTR1 ag – agonists of NTR1, primary screen, imaging, U2OS cells, beta-arrestin-GFP, high content (AID 493036); activation, % at 20 µM; actives 0.17% (n = 330,000); NTR1-U2OS beta-arrestin-GFP spot imaging, agonist mode;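 active = activation at or above 40% of the spot to cytoplasm intensity ratio, with at least 20 cells analyzed; inconclusive = wells under 20 cells, flagged as cytotoxic or low count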;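 also: 0% = DMSO without peptide and 100% = 100 nM NTR1 peptide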
Target sequence (P30989 whole entry, looked up): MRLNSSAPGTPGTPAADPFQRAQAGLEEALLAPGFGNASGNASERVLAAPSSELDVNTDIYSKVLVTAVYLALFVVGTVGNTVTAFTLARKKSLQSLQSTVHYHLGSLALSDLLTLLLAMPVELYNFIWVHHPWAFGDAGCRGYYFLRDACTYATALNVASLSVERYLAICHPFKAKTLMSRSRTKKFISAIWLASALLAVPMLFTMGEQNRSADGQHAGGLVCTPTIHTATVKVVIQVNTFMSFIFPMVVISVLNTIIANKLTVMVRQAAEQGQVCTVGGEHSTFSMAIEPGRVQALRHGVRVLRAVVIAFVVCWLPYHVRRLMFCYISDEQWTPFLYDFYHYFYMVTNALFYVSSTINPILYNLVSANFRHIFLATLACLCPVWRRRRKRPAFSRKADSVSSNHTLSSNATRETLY
GPR55 activation – GPR55 agonists via beta-arrestin recruitment, primary screen, imaging, U2OS cells, beta-arrestin-GFP redistribution (AID 1961); U2OS GPR55 beta-arrestin-GFP redistribution imaging; higher % means a stronger effect; one-dose activation, % at 10 µM; EC50 in µM for titrated hits; actives 0.048% (n = 290,000);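 active = activation above 40% with more than 50 cells counted in the well; inconclusive = wells holding fewer than 50 cells, flagged as toxic or sparse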;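 also: U2OS osteosarcoma cells stably expressing GPR55 and beta-arrestin-GFP; plate controls were DMSO negative control for no effect and LPI positive control for full effect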
K1F lysis inhibition – inhibition of K1F phage lysis, E. coli UTI89, bacterial capsule biogenesis inhibitors, alamar blue (AID 488966); E. coli UTI89 K1F phage lysis, alamar blue, 2 h; higher % means a stronger effect; inhibition, % at 100 µM, or IC50 in µM where a hit was titrated; actives 0.02% (n = 340,000);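 active = phage lysis inhibition, versus mean bacterial control, above a set limit; inconclusive = no clear call, values can overlap the other calls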;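 also: capsule biogenesis inhibitors block K1F phage lysis so surviving cells raise fluorescence; higher fluorescence means more inhibition of phage lysis; actives were called in the ten point dose series up to 300 µM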
KOR beta-arrestin-1 – KOR antagonists, beta-arrestin recruitment, cell-based, luminescence, uHTS (AID 1778) | Kappa-type opioid receptor (Homo sapiens) | KOR beta-arrestin recruitment, luminescence, antagonist mode; higher % means a stronger effect | inhibition, % at 10 µM, or IC50 in µM where a hit was titrated | actives 0.091% (n = 290,000); in the data active = inhibition above about 50%; also: strong numbers were not always called active
KOR beta-arrestin-2 – KOR agonists, beta-arrestin recruitment, primary screen, cell-based, luminescence, uHTS (AID 1777); Kappa-type opioid receptor (Homo sapiens); KOR beta-arrestin recruitment, luminescence; higher % means a stronger effect; activation, % at 10 µM; hits with a dose series show EC50 in µM; actives 0.02% (n = 280,000); in the data active = activation above about 50%, passing the limit was not always enough; also: a part of the inactive calls stands beside numbers as strong as those of hits
Rac1 GTP hydrolysis – MgcRacGAP GTPase-activating activity inhibitors, confirmation, biochemical, ADP Hunter fluorescence; actives 0.6% (n = 340,000); one-dose inhibition, % at 30 µM; IC50 in µM for titrated hits; MgcRacGAP-stimulated Rac1 GTP hydrolysis, ADP Hunter fluorescence; higher % means a stronger effect; GST-tagged Rac1 F28L mutant substrate; AID 624330, 2012;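 active = first-screen hits whose inhibition reached a set limit at any dose in the follow-up dose series; inconclusive = inhibition above the set first-screen limit but never retested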;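 also: fluorescence reports GDP produced by GAP-driven GTP hydrolysis; strong numbers were not always called active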
NTR1 ag cell count 20 µM – recorded beside NTR1 ag, whose call it bears; cell count; measured here: cell count, cytotoxicity flag
The depositor's hits bear a star; u = inconclusive; x = not tested or not shown; [ ] = remark or other dose.

SMILES	GPR35 arrestin U2OS	NOD1 NF-kB reporter	GPR55 LPI antagonism	NTR1 ag	NTR1 ag cell count 20 µM	GPR55 activation	K1F lysis inhibition	KOR beta-arrestin-1	KOR beta-arrestin-2	Rac1 GTP hydrolysis
O=C(N/C(=C/c1cccs1)C(=O)N1CCOCC1)c1cccs1	18%	-17%	-4%	-1.1	88	-0.1%	0.3%	4%[20 µM]	-0.5%	1%
O=C1c2cccnc2C(=O)N1Cc1ccc2c(c1)OCO2	-8%	-9%	-2%	0.1	66	0.3%	1.2%	-22%	-3.0%	-1%
CCOc1ccc(N/C=C/C(=O)c2ccc(C)cc2)c([N+](=O)[O-])c1	-8%	-71%	14%	3.5	54	0.2%	0.1%	-68%	-4.4%	12%
[O-][n+]1onc2c1CCc1c-2nn(-c2ccccc2Cl)[n+]1[O-]	-10%	-7%	-9%	2.2	61	0.3%	0.2%	-26%	3.3%	0%
Cc1c(Cl)cccc1N1C(=O)C2ON(c3ccccc3)C(c3cccnc3)C2C1=O (stereo not drawn)	-7%	-3%	0%	0.4	63	-0.2%	-1.1%	31%	0.9%	5%
CC(NC(=O)c1ccco1)c1nc(-c2ccc(Cl)cc2)no1 (stereo not drawn)	6%	6%	9%	-1.2	56	-0.2%	0.0%	-3%	1.4%	3%
Cc1[nH]c(=O)[nH]c(=O)c1Sc1ccccc1[N+](=O)[O-]	-1%	17%	u	15	42	-0.2%	-0.5%	-10%	1.4%	2%
CC(=O)NCc1nc2ccccc2n1Cc1ccccc1C	9%	-5%	8%	1.2	43	-0.1%	0.4%	4%	1.4%	2%
O=C(CCS(=O)(=O)c1cccs1)NC1CCCCCC1	5%	-53%	14%	-1.2	94	-0.1%	0.5%	-12%	3.5%	6%
COc1cccc(-n2nnc3c(=O)n(CC(=O)NC4CCCC4)cnc32)c1	-1%	-8%	27%	-0.2	43	0.4%	6.0%	4%	2.0%	6%
Cc1cccnc1NC1(C(F)(F)F)N=C2SCCN2C1=O (stereo not drawn)	-3%	-32%	15%	0.8	38	-0.7%	-1.0%	-20%	5.5%	-2%
Cc1ccccc1OCCN(C#N)c1nc(N(C)C)nc(N(C)C)n1	36%	44%	3%	9.8	59	-0.2%	-0.2%	-1%[20 µM]	-0.1%	5%
CCOc1ccc(-c2n[nH]c(=S)n2/N=C/c2cc3c(cc2[N+](=O)[O-])OCO3)cc1	2%	-10%	-5%	7.9	54	-0.3%	-0.4%[50 µM]	36%	0.8%	-7%
COc1ccccc1N(C)S(=O)(=O)c1ccc(C(=O)NCCc2ccc(F)cc2)cc1	1%	7%	5%	1.7	40	-0.1%	0.2%	16%	-2.8%	6%
CCCC(C)NC(=O)C1CC(=O)N(CCc2ccc(F)cc2)C1 (stereo not drawn)	7%	-29%	3%	-0.2	58	0.2%	1.5%	-37%[20 µM]	-1.8%	6%

Ordered by the number under KOR beta-arrestin-1 (lowest first): six of the compounds above
| Molecule | GPR35 arrestin U2OS | NOD1 NF-kB reporter | KOR beta-arrestin-1 | KOR beta-arrestin-2 | Rac1 GTP hydrolysis |
| --- | --- | --- | --- | --- | --- |
| [O-][n+]1onc2c1CCc1c-2nn(-c2ccccc2Cl)[n+]1[O-] | -10% | -7% | -26% | 3.3% | 0% |
| O=C1c2cccnc2C(=O)N1Cc1ccc2c(c1)OCO2 | -8% | -9% | -22% | -3.0% | -1% |
| Cc1cccnc1NC1(C(F)(F)F)N=C2SCCN2C1=O (stereo not drawn) | -3% | -32% | -20% | 5.5% | -2% |
| Cc1[nH]c(=O)[nH]c(=O)c1Sc1ccccc1[N+](=O)[O-] | -1% | 17% | -10% | 1.4% | 2% |
| COc1cccc(-n2nnc3c(=O)n(CC(=O)NC4CCCC4)cnc32)c1 | -1% | -8% | 4% | 2.0% | 6% |
| Cc1c(Cl)cccc1N1C(=O)C2ON(c3ccccc3)C(c3cccnc3)C2C1=O (stereo not drawn) | -7% | -3% | 31% | 0.9% | 5% |

Following part
SMILES	GPR35 arrestin U2OS	NOD1 NF-kB reporter	GPR55 LPI antagonism	NTR1 ag	NTR1 ag cell count 20 µM	GPR55 activation	K1F lysis inhibition	KOR beta-arrestin-1	KOR beta-arrestin-2	Rac1 GTP hydrolysis
Cc1cc(C)cc(NC(=O)OCCN2CCN(Cc3ccccc3)CCC2=O)c1	-14%	-17%	1%	-1.0	83	0.6%	0.6%	-40%	-0.8%	5%
CCOc1cccc(SCc2noc(C(=O)NCC3CCCO3)c2C(=O)O)c1 (stereo not drawn)	20%	6%	-16%	-0.3	84	0.2%	0.3%	-28%	3.4%	0%
O=C(CCCC(=O)OCC(=O)c1ccc(Cl)cc1Cl)Nc1cc(C(F)(F)F)ccc1Cl	-6%	-38%	33%	1.0	53	-0.1%	0.2%	-8%	1.3%	9%
COc1ccc(C(=O)N2CCC(C(=O)N3CCN(c4ccccc4)CC3)CC2)cc1	-7%	-17%	2%	-0.3	61	0.2%	-0.4%[50 µM]	29%	-2.7%	5%
CC(C)(C)Cc1nc(-c2ccccn2)no1	5%	-28%	1%	-0.7	40	0.0%	-0.7%[50 µM]	-4%	2.0%	7%
CC(=O)c1ccc(N2CCN(C(=O)C3CCCN(S(=O)(=O)c4c(C)[nH]c(=O)[nH]c4=O)C3)CC2)cc1 (stereo not drawn)	5%	-29%	15%	0.2	96	0.2%	4.1%	-31%	0.3%	3%
CC1CCN(C(=O)COC(=O)[C@H](C)NS(=O)(=O)/C=C/c2ccccc2)CC1	-5%	4%	-18%	0.1	55	0.2%	-0.3%[50 µM]	-6%	-4.1%	8%
O=C(O)c1cccc(NC(=O)C2CCCO2)c1 (stereo not drawn)	10%	-14%	-3%	0.9	52	-0.2%	2.8%	-10%	-4.7%	-3%
CN(C)[C@@H]1CCC[C@@H]1OC(=O)C(c1ccccc1)c1ccccc1	18%	27%	1%	0.3	40	-0.1%	8.0%	-37%	-4.7%	18%
CCN(CC)S(=O)(=O)c1ccc(C(=O)OCC(=O)NC2CCCC2)cc1	-17%	1%	-5%	0.0	85	0.0%	0.0%	-32%	-1.6%	5%
Cc1ccc2[nH]c(=O)c(CN(CCCO)S(=O)(=O)c3c(C)ccc4nsnc34)cc2c1	14%	-20%	11%	-1.1	45	0.9%	5.5%	-13%	-3.5%	5%
O=C(COc1cccnc1[N+](=O)[O-])c1c[nH]c2ccccc12	0%	0%	8%	1.6	54	1.0%	0.3%	16%	-0.2%	2%
O=C(Nc1ccc(CN2CCCCC2)cc1)c1ccc2c(c1)OCO2	-10%	-33%	6%	-0.4	84	-0.1%	0.2%	-13%	-0.6%	7%
Cc1ccc(O)c(/C=N/NC(=O)c2[nH]ncc2Br)c1	1%	20%	-7%	2.1	60	-0.3%	3.7%	-29%	3.6%	1%
CC(=O)SCC(C)C(=O)NCc1ccccc1 (stereo not drawn)	-5%	-28%	-2%	1.6	56	-0.1%	2.2%[50 µM]	-7%	-1.1%	-1%

Single values from above:
`O=C(O)c1cccc(NC(=O)C2CCCO2)c1` (stereo not drawn) – NOD1 NF-kB reporter = -14%
`O=C(Nc1ccc(CN2CCCCC2)cc1)c1ccc2c(c1)OCO2` – GPR55 activation = -0.1%

Going on with the list.
SMILES	GPR35 arrestin U2OS	NOD1 NF-kB reporter	GPR55 LPI antagonism	NTR1 ag	NTR1 ag cell count 20 µM	GPR55 activation	K1F lysis inhibition	KOR beta-arrestin-1	KOR beta-arrestin-2	Rac1 GTP hydrolysis
CC(=O)Nc1ccc2nc(CN3CCN(Cc4ccc(F)cc4)C(CCO)C3)ccc2c1 (stereo not drawn)	-4%	34%	0%	-0.7	59	-0.1%	0.3%	-9%	x	8%
COc1cc2cc(/C=C/C(=O)c3ccco3)c(Cl)nc2cc1OC	-1%	47%	11%	1.3	99	0.0%	-0.4%	35%	-1.1%	5%
CC(=O)Nc1cccc(-c2nnc3c4ccccc4c(C)nn23)c1	-4%	-44%	2%	0.8	55	0.2%	x	-22%[20 µM]	x	x
COCCn1c(SCC(=O)NNC(=O)Cc2ccccc2)nc2ccccc2c1=O	0%	-56%	-10%	-1.4	69	-0.2%	-0.1%	10%	-2.2%	4%
CC(C(=O)Nc1cc(Cl)cc(Cl)c1)N1CCCC1 (stereo not drawn)	16%	7%	0%	-0.7	76	0.4%	0.3%	24%	-1.6%	-1%
Cc1cc(N)n2nc(-c3ccc(C(C)(C)C)cc3)cc2n1	11%	-72%	0%	3.1	60	-0.1%	2.9%	-7%	1.2%	6%
CC(C)CCOc1ccc(C2(C)NC(=O)NC2=O)cc1 (stereo not drawn)	14%	4%	2%	-1.2	48	0.3%	0.3%	3%[20 µM]	-2.3%	8%
CC(C)Oc1ccc(C(=O)Nc2ccc(S(=O)(=O)N3CCN(C)CC3)cc2)cc1	-4%	-11%	7%	2.1	49	0.4%	-0.7%	12%	-2.9%	3%
CCCSc1nnc(NC(=O)Nc2ccccc2OC)s1	5%	-16%	-2%	7.0	48	0.4%	-0.8%	23%	1.1%	9%
O=C1CCC(=O)N1c1ccc(NCCc2ccccc2F)c([N+](=O)[O-])c1	-4%	-30%	-2%	0.8	62	0.0%	0.5%	18%	-7.0%	4%
CCCCn1nnc(NC(=O)Cc2ccc(Cl)cc2)n1	0%	-3%	-6%	0.2	41	-0.1%	-0.3%	-6%	15%	0%
NC(=O)CNC(=O)C1CCN(S(=O)(=O)c2ccc(-n3cnnn3)cc2)CC1	1%	-13%	-2%	1.0	41	-0.1%	0.4%	-18%	4.9%	3%
C=CCNc1nc(Nc2ccc(-c3nc4ccccc4o3)cc2)nc(N2CCOCC2)n1	-10%	-13%	1%	14	68	-0.1%	0.2%	8%	2.8%	9%

Source: PubChem (several laboratories)

The list is partial; rates above refer to the full screens.
